TDP1 cell CPT – qHTS for Inhibitors of human tyrosyl-DNA phosphodiesterase 1 (TDP1): qHTS in cells in presence of CPT; chicken DT40 Tdp1-/-;hTDP1 cells + 20 nM CPT, ATP luminescence, 48 h; Potency, µM (highest dose often 46.2 µM), without a hit: at the top dose activity change, negative = growth inhibition, actives largely listed as inhibitors; actives 12% (n = 420,000); note: nearly all actives have a fitted effect of over 55% in size
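Cell growth measured by CellTiter-Glo luminescence after a minimum 48 h, 37 C compound exposure with 20 nM CPT in Tdp1-knockout DT40 cells stably expressing hTDP1, seeded 400/well; qHTS titration format.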
DT40 TDP1 no CPT – qHTS for Inhibitors of human tyrosyl-DNA phosphodiesterase 1 (TDP1): qHTS in cells in absence of CPT. Potency, µM (series often up to 46.2 µM), for inactives: top-dose activity change, negative = growth inhibition, actives largely listed as inhibitors. DT40 Tdp1-/- hTDP1 cells, no CPT, ATP luminescence, 48 h. actives 15% (n = 420,000); note: nearly all actives have a fitted effect of over 55% in size
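No-CPT arm: Tdp1-/-;hTDP1 DT40 cells (400/well) plus compounds, incubated ≥48 hr at 37 °C. Readout CellTiter-Glo luminescence.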
TDP1 block – qHTS Assay for Inhibitors of Tyrosyl-DNA Phosphodiesterase (TDP1). recombinant TDP1, AlphaScreen DNA substrate cleavage. actives 0.28% (n = 350,000). Potency, µM (titrated, usually from 130 µM), for inactives: top-dose activity change, negative = inhibition, actives largely listed as inhibitors. Tyrosyl-DNA phosphodiesterase 1 (Homo sapiens), Q9NUW8; note: nearly all actives have a fitted effect of over 40% in size
Target sequence (Q9NUW8 whole entry, looked up): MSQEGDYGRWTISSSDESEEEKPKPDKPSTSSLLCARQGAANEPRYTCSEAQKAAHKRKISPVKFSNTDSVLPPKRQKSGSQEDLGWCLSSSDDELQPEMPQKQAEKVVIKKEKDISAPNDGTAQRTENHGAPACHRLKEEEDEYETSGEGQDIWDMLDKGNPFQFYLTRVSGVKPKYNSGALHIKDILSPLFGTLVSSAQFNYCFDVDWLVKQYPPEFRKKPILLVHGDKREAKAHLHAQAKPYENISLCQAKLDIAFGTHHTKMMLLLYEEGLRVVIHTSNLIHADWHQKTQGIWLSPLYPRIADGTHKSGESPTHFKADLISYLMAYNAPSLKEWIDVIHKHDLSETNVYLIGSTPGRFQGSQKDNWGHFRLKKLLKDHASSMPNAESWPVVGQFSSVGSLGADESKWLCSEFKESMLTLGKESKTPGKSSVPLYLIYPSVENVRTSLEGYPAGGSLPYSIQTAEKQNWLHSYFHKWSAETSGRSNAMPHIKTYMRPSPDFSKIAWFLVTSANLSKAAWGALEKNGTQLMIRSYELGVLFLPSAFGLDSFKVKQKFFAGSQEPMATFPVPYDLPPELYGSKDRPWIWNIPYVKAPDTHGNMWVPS
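Steps: enzyme plus compound, 15 min RT; add biotin/phosphotyrosine-FITC oligonucleotide (15 nM final), react 5 min; add donor/acceptor beads (10 ug/ml final), 10 min; read AlphaScreen. Tdp1 at 1 nM final.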
* = called active by the depositor; ? = inconclusive; nt = not tested or not shown; & = joins results of further samples; [ ] = remark or other dose. Calls come from the whole dose curve; as a rule, active = well fitted curve in the direction sought with a large enough effect; inconclusive = small, poorly fitted or top-dose-only effect, or another doubt; inactive = no such curve, though single readings can be large; an effect the other way counts as inactive or inconclusive. % is set by controls: 0 for no effect and ±100 for the full control effect; potency is the fitted concentration of half-maximal effect.

SMILES	TDP1 cell CPT	DT40 TDP1 no CPT	TDP1 block
Cc1cc(C(=O)NC2CCCc3c2cnn3-c2cccc(C)c2C)no1 (stereo not given)	21µM*	16µM*	2%[56.1 µM]
O=C(NCC(=O)N1CC=C(c2ccccc2)CC1)c1ccc(OC(F)F)cc1	7.3µM*	7.3µM*	-1%
CNC(=O)c1[nH]cnc1C(=O)Nc1cccc(C)c1	-1%	2%	0%
CCCc1[nH]nc2c1C(c1cccnc1)C(C#N)=C(N)O2 (stereo not given)	11%	2%	3%
COc1ccccc1NC(=S)NC(=O)C(C)C	15%	-4%	0%
Cc1ccc(S(=O)(=O)NCCC(c2ccccc2)c2ccco2)cc1 (stereo not given)	-22%	?	-5%
COC(=O)c1cn(CCOc2ccccc2F)c2ccccc12	-27%	-8%	-6%
O=C(CN1CCCC1)NC1C2CC3CC(C2)CC1C3 (stereo not given)	-4%	7%	7%
Cc1cccc(C)c1Nc1ncccc1C(=O)O	-8%	-8%	nt
Cc1cc2occ(CC(=O)N(CCC(C)C)c3c(N)n(Cc4ccccc4)c(=O)[nH]c3=O)c2cc1C	-29%	-17%	3%
CC(C)CN(c1ccccc1)S(=O)(=O)c1nnc(NC(=O)c2ccco2)s1	?	?	-2%&-1%
COC(=O)c1n[nH]c2ccccc12	2%	-4%	8%
COc1cc(/C=C/C(=O)OCC(=O)NC2CCS(=O)(=O)C2)ccc1OC(F)F (stereo not given)	-10%	-9%	0%
CCOc1ccccc1N1CC(O)=C(c2nc3ccccc3s2)C1=N	3.3µM*	4.1µM*	10%
O=C(c1ccc(CNc2c(N3CCOCC3)c(=O)c2=O)cc1)N1CC=C(c2ccccc2)CC1	?	?	8%
COc1ccccc1C(=O)Nc1ccc(N2CCN(S(C)(=O)=O)CC2)cc1	-17%	-19%	0%
O=c1c2ccccc2nc(/C=C/c2ccc(Cl)cc2)n1CCO	21µM*	?	5%
CC(C)c1cc(NC(=O)C(C)(C)C)cc(C(C)C)c1O	2%	-3%	7%
CN1C(=O)Cc2cc(S(=O)(=O)NCc3cccs3)ccc21	0%	-1%	-5%
Cc1ccc(S(=O)(=O)NCCC(c2ccccc2)c2ccccc2)cc1C(=O)O	8%	-15%	3%

Retrieved by compound from the list above (5):
SMILES	TDP1 cell CPT	DT40 TDP1 no CPT	TDP1 block
CCOc1ccccc1N1CC(O)=C(c2nc3ccccc3s2)C1=N	3.3µM*	4.1µM*	10%
CC(C)CN(c1ccccc1)S(=O)(=O)c1nnc(NC(=O)c2ccco2)s1	?	?	-2%&-1%
O=c1c2ccccc2nc(/C=C/c2ccc(Cl)cc2)n1CCO	21µM*	?	5%
CC(C)c1cc(NC(=O)C(C)(C)C)cc(C(C)C)c1O	2%	-3%	7%
Cc1ccc(S(=O)(=O)NCCC(c2ccccc2)c2ccccc2)cc1C(=O)O	8%	-15%	3%

Later entries
SMILES	TDP1 cell CPT	DT40 TDP1 no CPT	TDP1 block
Cn1c2c(c(=O)n(C)c1=O)C(c1ccc(F)cc1)C(C#N)=C(N)O2 (stereo not given)	13%	3%	1%
Cc1cccc(-c2n[nH]c([N+](=O)[O-])n2)c1	0%	-23%	-1%
CCN(CC)S(=O)(=O)c1ccc(N2CCCC2)c(NC(=O)c2ccc(OC)cc2OC)c1	18µM*	16µM*	3%
O=C(CCNS(=O)(=O)c1cccc2nsnc12)Nc1ccc2c(c1)OCCO2	-13%	-7%	5%
CN(CCO)Cc1csc2ccc(Br)cc12	1%	-28%	0%
O=C(Cn1ncc2c3ccccc3n(Cc3ccccc3)c2c1=O)N1CCN(c2ccccn2)CC1	-27%	?	nt
O=C(OCc1cn([C@H]2CN(C(=O)C3CCCCC3)[C@@H](c3ccc(Cl)cc3)C[C@@H]2O)nn1)c1ccccc1	?	21µM*	nt
COc1cc(C(=O)Nc2ccc3c(c2)N(C(=O)CCN(C)C)c2ccccc2CC3)cc(OC)c1OC	-1%	-1%	3%
COCCNC(=O)c1ccc(Cl)c(S(=O)(=O)Nc2cccc(C)c2C)c1	-1%	3%	2%
O=C(c1csnn1)N1CCC[C@@]2(CCN(c3ccncc3)C2)C1	-3%	-11%	nt
CCOC(=O)[C@]12CCC=C1N(Cc1ccc(Cl)cc1Cl)C(=O)[C@H](CC(=O)N1CCCC1)C2	16µM*	15µM*	nt
O=C(O)CSc1nc2ccc(NC(=O)COc3ccc(Cl)cc3)cc2s1	-6%	-4%	?
CC(C)CC(NS(=O)(=O)OCC(Cl)(Cl)Cl)c1ccccc1 (stereo not given)	?	16µM*	nt
Cc1cccc(N2CCN(C(=O)CN3C(=O)NC4(CCCCCC4)C3=O)CC2)c1C	?	21µM*	2%
CCCNC(=O)COc1ccc(-c2nn(C)c(=O)c3ccccc23)cc1	?	21µM*	nt
Cc1ccc(-c2cnc(SCC(=O)N3CCCc4ccccc43)n2C)cc1	-24%	-20%	7%
Cc1ccc(OCCSc2nnc(-c3ccncc3)n2C)cc1	-15%	-15%	4%
CC(C)(C)OC(=O)N1CCC(CNC(=O)c2ccc(F)cc2)CC1	-23%	-20%	1%
O=C(COC(=O)c1ccc(-c2nnc(-c3ccccc3)o2)cc1)c1ccccc1	-2%	-24%	2%
Cc1ccc(NC(=O)c2oc3c(c2C)C(=O)CC(C)(C)C3)cc1	-11%	-5%	3%
COc1ccc(Cn2c(C3CC3)nc3ccc(NC(=O)C4CC4)cc3c2=O)cc1	-24%	?	7%
CCOC(=O)N1CCN(C(=O)CS(=O)(=O)Cc2nc(-c3ccccc3F)oc2C)CC1	-16%	2%	4%
Cc1ccc(C(=O)C2=C(O)C(=O)N(Cc3ccco3)C2c2cccc(Cl)c2)o1 (stereo not given)	5%	-29%	2%
CCC1COCCS(=O)(=O)N1Cc1ccccc1C (stereo not given)	-4%&-31%	?	nt
O=C(NCc1ccccc1)Nc1cccc2ccccc12	-1%	4%	3%
CC(C)C[C@@H](C=O)NC(=O)[C@H](CC(C)C)NC(=O)[C@H](CC(C)C)NC(=O)OCc1ccccc1	-7%	-12%	10%
CC(=O)NC[C@H]1O[C@@H](n2ccc(N)nc2=O)[C@H](O)[C@@H]1O	5%	4%	nt
CC(C)Oc1ccc(C(=O)NC2=NCCS2)cc1	2%	-16%	5%
CN(C)c1ncnc2c1ncn2[C@H]1CN(Cc2ccc(-c3ccccc3)cc2)C[C@@H](CO)O1	?	15µM*	nt
Cc1cccc(COC[C@H](Cc2ccccc2)N2CCN(C(=O)c3ccc(Cl)c(Cl)c3)CCC2=O)c1	?	?	nt

Taken from above:
TDP1 cell CPT with `COc1ccc(Cn2c(C3CC3)nc3ccc(NC(=O)C4CC4)cc3c2=O)cc1` → -24%
TDP1 cell CPT with `CCC1COCCS(=O)(=O)N1Cc1ccccc1C` (stereo not given) → -4%&-31%
TDP1 block with `O=C(NCc1ccccc1)Nc1cccc2ccccc12` → 3%

(listing goes on)
SMILES	TDP1 cell CPT	DT40 TDP1 no CPT	TDP1 block
C=CCc1cccc2cc(C(=O)N(CC)CC)c(=O)oc12	8%	4%	0%
Cc1cc(C(=O)OCC(=O)NC(=O)c2cccn2C)c2ccccc2n1	2%	1%	0%
Cc1ccc(S(=O)(=O)NC2CCCCC2)c(C)c1NS(C)(=O)=O	-3%	-14%	8%
Cc1ccc(C)c(NC(=O)CN2C(=O)CNC2=O)c1	-8%	0%	2%
COC(=O)C1CCN(C(=O)C2CCN(C(=O)[C@H](C)NS(=O)(=O)c3ccc(C)cc3)CC2)CC1	-22%	?	nt
COc1ccc(/C=C2\C(=O)ON=C2c2ccccc2)cc1OC	26µM*	?	nt
CC(C)CN(C(=O)COC(=O)c1ccccc1SCC(=O)NC1CCCCCC1)C1CCS(=O)(=O)C1 (stereo not given)	-16%	-17%	-3%
C(=C\c1ccccc1)/CN1CCN(C(c2cc3ccccc3o2)c2nnnn2-c2ccc3c(c2)OCCO3)CC1 (stereo not given)	13µM*	15µM*	nt
CCCC(NC(=O)CCc1c(C)c2cc3c(-c4ccccc4)coc3cc2oc1=O)C(=O)O (stereo not given)	-10%	11%	nt
COc1ccc(CNC2C[C@H]3CCCC(=O)N4CC[C@@H](C2)[C@@H]34)cc1 (stereo not given in full)	10%	-4%	0%[56.1 µM]

The list goes on (2 carried over from the part before).
SMILES	TDP1 cell CPT	DT40 TDP1 no CPT	TDP1 block
CCCC(NC(=O)CCc1c(C)c2cc3c(-c4ccccc4)coc3cc2oc1=O)C(=O)O (stereo not given)	-10%	11%	nt
COc1ccc(CNC2C[C@H]3CCCC(=O)N4CC[C@@H](C2)[C@@H]34)cc1 (stereo not given in full)	10%	-4%	0%[56.1 µM]
CCc1ccc(-c2nc(CS(=O)CC(=O)O)c(C)o2)cc1 (stereo not given)	?	0%	-5%
CC(Oc1cccc(Cl)c1)C(=O)Nc1ccc([N+](=O)[O-])cn1 (stereo not given)	-20%	-3%	4%
N#Cc1ccccc1-c1ccc2ncnc(N3CCNCC3)c2c1	-12%	0%	4%
COc1ccc(Cl)cc1CN1CCOCC1	4%	-1%	nt
COc1ccc(/C(N)=N/OC(=O)c2ccc(Br)o2)cc1	-2%	-8%	-3%[0.0935 µM]
C=CCNC(=O)c1onc(CSc2ccccc2)c1C(=O)O	-15%	-9%	-1%
Cc1ccccc1NC(=O)c1nc(S(=O)(=O)Cc2ccccc2F)ncc1Cl	1.3µM*	5µM*	nt
CCn1nnc2cc(C(=O)Nc3ccc(Br)cc3F)ccc21	4%	-19%	-8%
O=C(Cc1ccccc1)Nc1cccnc1	2%	-12%	-2%
Oc1ccc2[nH]ccc2c1	-23%	?	-1%

Whole records from above. Values in the order: TDP1 cell CPT, DT40 TDP1 no CPT, TDP1 block
`Cc1cccc(N2CCN(C(=O)CN3C(=O)NC4(CCCCCC4)C3=O)CC2)c1C` across the screens: ?, 21µM*, 2%
`CCN(CC)S(=O)(=O)c1ccc(N2CCCC2)c(NC(=O)c2ccc(OC)cc2OC)c1` across the screens: 18µM*, 16µM*, 3%
`O=C(OCc1cn([C@H]2CN(C(=O)C3CCCCC3)[C@@H](c3ccc(Cl)cc3)C[C@@H]2O)nn1)c1ccccc1` across the screens: ?, 21µM*, nt
`C=CCNC(=O)c1onc(CSc2ccccc2)c1C(=O)O` across the screens: -15%, -9%, -1%
`Cc1ccc(S(=O)(=O)NCCC(c2ccccc2)c2ccco2)cc1` (stereo not given) across the screens: -22%, ?, -5%

New compounds follow
SMILES	TDP1 cell CPT	DT40 TDP1 no CPT	TDP1 block
O=c1c(=O)n2c(nn1Cc1ccc(F)cc1)sc1ccccc12	8%	0%	6%
CCOc1cc(/C=C2\C(=O)N(Cc3ccc(C)cc3)C(C)=C2C(=O)OC)ccc1O	?	?	11%
O=C(O)/C=C/c1ccccc1[N+](=O)[O-]	-9%	1%	0%
Cc1ccc(NC(=O)CCl)c(C)c1	?	26µM*	0%
CN(CC(=O)Nc1ccc(F)cc1)C(=O)COC(=O)Cc1cccs1	2%	7%	nt
COc1cc(C(=O)/C=C/c2cccnc2)c([N+](=O)[O-])cc1OC	5.2µM*	5.8µM*	1%
O=C(COC(=O)Cc1cccs1)Nc1ccccc1Cl	-7%	-21%	2%
CC(C)CN(CCCNC(=O)CN1C(=O)COc2ccc(S(=O)(=O)N3CCOCC3)cc21)CC(C)C	2%	9%	1%
COc1ccc([C@H]2N[C@]3(CCCN(CC4CCCCC4)C3=O)[C@H]3C(=O)N(Cc4ccccc4)C(=O)[C@@H]23)cc1	?	21µM*	nt

High-throughput results deposited in PubChem BioAssay by National Center for Advancing Translational Sciences (NCATS).
